GCN5L2 inh – GCN5L2 (KAT2A) acetyltransferase inhibition; Q92830; GCN5L2 HAT assay, ThioGlo1 CoA-SH fluorescence; Potency, µM (top dose mostly 58.9 µM), for the others: at the highest dose activity change, negative = inhibition, actives largely listed as inhibitors; hit rate 0.21% among 390,000; AID 504327
Target sequence (Q92830 whole entry, looked up): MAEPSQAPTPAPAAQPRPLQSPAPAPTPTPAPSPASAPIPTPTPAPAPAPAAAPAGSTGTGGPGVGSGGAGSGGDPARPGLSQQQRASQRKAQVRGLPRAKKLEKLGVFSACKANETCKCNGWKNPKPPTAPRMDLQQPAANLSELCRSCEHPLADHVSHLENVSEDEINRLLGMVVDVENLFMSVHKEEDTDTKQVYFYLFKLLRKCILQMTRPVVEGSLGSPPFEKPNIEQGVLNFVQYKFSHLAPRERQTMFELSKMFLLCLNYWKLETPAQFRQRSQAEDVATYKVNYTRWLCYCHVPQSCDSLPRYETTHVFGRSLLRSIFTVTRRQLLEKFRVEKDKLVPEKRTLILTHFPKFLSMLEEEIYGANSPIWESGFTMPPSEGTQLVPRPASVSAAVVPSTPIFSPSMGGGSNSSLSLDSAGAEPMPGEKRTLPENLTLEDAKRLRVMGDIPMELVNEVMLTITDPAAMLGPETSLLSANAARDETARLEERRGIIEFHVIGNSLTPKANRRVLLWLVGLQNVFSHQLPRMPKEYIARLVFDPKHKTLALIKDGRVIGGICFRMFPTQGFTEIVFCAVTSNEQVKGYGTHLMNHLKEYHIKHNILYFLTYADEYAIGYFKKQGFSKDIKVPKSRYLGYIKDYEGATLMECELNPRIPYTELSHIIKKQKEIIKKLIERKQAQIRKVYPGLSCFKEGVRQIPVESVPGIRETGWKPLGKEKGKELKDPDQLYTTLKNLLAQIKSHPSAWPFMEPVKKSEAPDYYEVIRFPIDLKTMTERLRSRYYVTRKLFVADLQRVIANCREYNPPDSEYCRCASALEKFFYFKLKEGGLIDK
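Free CoA generated was detected with ThioGlo1 (50uM) fluorescence at Ex340nm/Em540nm, read immediately and after 20 min at room temperature. Enzyme, 20 nM in HEPES pH 7.5 buffer, saw compounds 15 min before adding 75uM H3(1-25) peptide and 70uM acetyl-CoA.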
N370S GC – inhibits or activates N370S mutant glucocerebrosidase; P04062; N370S GC spleen homogenate, 4MU-glucoside fluorescence; Potency, µM (highest dose often 59.4 µM), for the others: top-dose activity change, negative = inhibition, usual class: inhibitors; hit rate 0.092% among 330,000;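 also: 0% = full enzyme activity and -100% = no enzyme basal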
FEN1 inh – inhibitors of human flap endonuclease 1; Potency, µM (titrated, usually from 114 µM), inactives show top-dose activity change, negative = inhibition, usual class: inhibitors; AID 588795; Recombinant FEN1 flap cleavage, fluorescence, 15 min; hit rate 0.35% among 390,000; P39748; also: nearly all actives have a fitted effect of over 65% in size
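Reaction started by adding substrate (50 nM final) to 10 nM enzyme after 15 min room-temperature compound preincubation. Reads at 0 and 15 min, with data normalized and fitted to a four-parameter Hill equation.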
Active calls of the source: *; & = joins results of further samples; [ ] = dose if it differs, or a comment. Calls follow the shape of the dose curve; as a rule, active = well fitted curve in the direction sought with a large enough effect; inconclusive = small, poorly fitted or top-dose-only effect, or another doubt; inactive = no such curve, though single readings can be large; an effect the other way counts as inactive or inconclusive. Unless noted, % is scaled to controls: 0 for no effect and ±100 for the full control effect; potency is read from the fitted curve at half-maximal effect. An excerpt (hit frequency here may not be typical).

Results for C=Cc1ccc(Cn2c(=O)cc(C)c3c(C)nn(-c4ccccc4)c32)cc1 ?
GCN5L2 inh: -8%; FEN1 inh: 0%

How did S=C(c1ccccc1)N1CCCc2ccccc21 do in these assays?
GCN5L2 inh: -4%; N370S GC: -29%; FEN1 inh: -6%

What do the screens show for `O=C(NCc1cccc2[nH]ccc12)C1CCC(=O)N(CCc2ccccc2)C1` (stereo not given)?
GCN5L2 inh: -7%; N370S GC: -12%; FEN1 inh: -6%

What do the screens show for `CCNc1nc2c(c(=O)[nH]c(=O)n2C)n1CCCc1ccccc1`?
GCN5L2 inh: -6%; N370S GC: -16%; FEN1 inh: 20%

How did O=C(Cc1c(Cl)cccc1Cl)Nc1cccc(S(=O)(=O)N2CCOCC2)c1 do in these assays?
GCN5L2 inh: -7%; N370S GC: -23%; FEN1 inh: -4%

What do the screens show for `O=C(NCCc1ccccc1)c1ccc(CSc2nc3ccncc3n2Cc2cccc(F)c2)cc1`?
GCN5L2 inh: 2%; FEN1 inh: 2%

What do the screens show for `COC(=O)c1cc2ccsc2n1Cc1nc(-c2cccc(Cl)c2)oc1C`?
GCN5L2 inh: -6%; N370S GC: 6%; FEN1 inh: -19%

How did Cc1ccc(S(=O)(=O)N2CCN(CC(=O)NC(=O)NCc3ccco3)CC2)cc1C do in these assays?
GCN5L2 inh: 24%; N370S GC: 3%; FEN1 inh: -14%

Results for Cc1ccc(N(CC(=O)NC2CCCCC2)C(=O)CNC(=O)c2cccs2)cc1 ?
GCN5L2 inh: -4%; N370S GC: -3%; FEN1 inh: 5%

How did COC(=O)c1ccc(NC(=O)CCN2C(=O)C3CC=CCC3C2=O)cc1 (stereo not given) do in these assays?
GCN5L2 inh: -3%; FEN1 inh: 2%

What do the screens show for `CC(=O)C1CCC2C3CCC4=CC(=O)CCC4(C)C3CCC12C` (stereo not given)?
GCN5L2 inh: 5%; N370S GC: 18%

Results for COc1cccc(C(=O)NNS(=O)(=O)c2ccc(C)cc2)c1 ?
GCN5L2 inh: -6%; N370S GC: -18%; FEN1 inh: 4%

What do the screens show for `CCOC(=O)C1=NN(N=O)C2(CC(=O)N(c3cc(C)cc(C)c3)C2=O)C1` (stereo not given)?
GCN5L2 inh: -1%; N370S GC: -2%; FEN1 inh: -10%

What do the screens show for `CCn1ncc(Br)c1C(=O)Nc1cc(C)on1`?
GCN5L2 inh: 4%; N370S GC: 2%; FEN1 inh: -4%

What do the screens show for `Cc1ccc(OCC(=O)Nc2ccc(OCc3cc(=O)n4ccsc4n3)cc2)cc1`?
GCN5L2 inh: -6%; FEN1 inh: 1%

How did CC(C)Oc1ccc(CNC(=O)c2ccc3c(c2)N(C)CCS3)cc1 do in these assays?
GCN5L2 inh: inconclusive; N370S GC: inconclusive; FEN1 inh: -14%

How did NC(=O)CC(NC(=O)Cc1cccc2ccccc12)c1ccc(NCCN2CCCCC2)c([N+](=O)[O-])c1 (stereo not given) do in these assays?
GCN5L2 inh: -8%; N370S GC: -11%; FEN1 inh: 13%

What do the screens show for `O=C(c1ccc2oc(Cc3ccc(Cl)cc3)nc2c1)N1CC[C@H](O)C1`?
GCN5L2 inh: -1%; N370S GC: -8%; FEN1 inh: 0%

What do the screens show for `C=CCNc1sc(C(=O)c2cccs2)c(N)c1C#N`?
GCN5L2 inh: -3%; N370S GC: 20%; FEN1 inh: 5%

Results for Cc1cc(C)nc(N/C(=N\S(=O)(=O)Cc2ccccc2)Nc2ccccc2Br)n1 ?
GCN5L2 inh: -16%; N370S GC: inconclusive; FEN1 inh: -3%

What do the screens show for `Nc1ccccc1SCCS(=O)(=O)c1ccc(Cl)cc1`?
GCN5L2 inh: 3%; N370S GC: -21%; FEN1 inh: 12%

How did CCOC(=O)C1=C(C)NC(C)=C(C(=O)OCC)C1C(=O)OCC(=O)N(C)Cc1ccccc1 do in these assays?
GCN5L2 inh: -4%; FEN1 inh: -10%

What do the screens show for `c1csc(-c2nnsc2-c2nc3ccccc3[nH]2)c1`?
GCN5L2 inh: -1%; N370S GC: 5%[2.35 µM]; FEN1 inh: -11%

What do the screens show for `Cc1oc2cc3oc(=O)c(CC(=O)N[C@@H](C)C(=O)NC(Cc4ccc(Cl)cc4)C(=O)O)c(C)c3cc2c1C` (stereo not given in full)?
GCN5L2 inh: 2%; N370S GC: 3%; FEN1 inh: -20%

How did CC(=O)c1c(NCCc2ccccc2)nc(=S)n(-c2ccccc2)c1C do in these assays?
GCN5L2 inh: -8%; N370S GC: -1%; FEN1 inh: -15%

How did Cc1cc(C)c2sc(N(CCN(C)C)C(=O)CCS(=O)(=O)c3ccccc3)nc2c1 do in these assays?
GCN5L2 inh: -2%; N370S GC: -25%; FEN1 inh: 1%

How did O=C(CSc1nnc(CNC(=O)c2ccco2)o1)Nc1ccccc1 do in these assays?
GCN5L2 inh: -4%; N370S GC: 2%; FEN1 inh: -8%

How did CCOC(=O)C1(Cc2cccc(OC)c2)CCCN(Cc2ccc(NC(C)=O)cc2)C1 (stereo not given) do in these assays?
GCN5L2 inh: -2%; N370S GC: -3%; FEN1 inh: -3%

Results for CC(C)c1nnc(NC(=O)COc2ccccc2[N+](=O)[O-])s1 ?
GCN5L2 inh: -3%; N370S GC: 21%; FEN1 inh: -8%

What do the screens show for `CCO[C@H]1OC(C(=O)N2CCN(Cc3ccc4c(c3)OCO4)CC2)=C[C@@H](c2ccccc2)[C@@H]1CCCO`?
GCN5L2 inh: -1%; N370S GC: -18%; FEN1 inh: -16%

Results for CCCCn1nnnc1NCc1ccc(N2CCCC2)cc1 ?
GCN5L2 inh: 0%; N370S GC: 2%; FEN1 inh: -2%

What do the screens show for `COCCN(CC(=O)Nc1cccc(C)c1C)C(=O)c1oc2ccccc2c1C`?
GCN5L2 inh: -4%; FEN1 inh: 13%

How did O=C(OCC(=O)N1CCN(c2cccc(Cl)c2)CC1)c1ccco1 do in these assays?
GCN5L2 inh: -3%; FEN1 inh: -3%

How did Cc1cccc(N(C)c2nc3ccc(C)cc3n3cnnc23)c1 do in these assays?
GCN5L2 inh: -4%; FEN1 inh: -14%

Results for O=C(Cc1ccccc1)Nc1cccc(S(=O)(=O)N2CCCCCC2)c1 ?
GCN5L2 inh: -5%; FEN1 inh: 8%

Results for CSc1cccc(NC(=O)C2CCCN(S(=O)(=O)c3cccs3)C2)c1 (stereo not given) ?
GCN5L2 inh: -10%; N370S GC: -2%; FEN1 inh: 0%

Results for Cc1cc(Nc2cccc(F)c2)nc(NCc2ccccc2)n1 ?
GCN5L2 inh: -12%; N370S GC: inconclusive; FEN1 inh: inconclusive

What do the screens show for `O=[N+]([O-])c1cc(/C=N\O)ccc1Oc1ccc(F)cc1`?
GCN5L2 inh: -9%; N370S GC: 8%; FEN1 inh: -9%

Results for CCc1nnc(SCc2ccc(OC)c(Br)c2)n1N ?
GCN5L2 inh: -2%; N370S GC: 0%[2.35 µM]; FEN1 inh: 2%

Results for COc1cc(/C=C2\SC(=O)NC2=O)ccc1OCC(=O)N1CCOCC1 ?
GCN5L2 inh: -8%; FEN1 inh: -8%

What do the screens show for `CS(=O)(=O)N1CCc2ccccc2C1`?
GCN5L2 inh: 2%; N370S GC: 18%; FEN1 inh: -6%

How did CSc1ccccc1OCc1cc(C(=O)N2CCN(c3ncccn3)CC2)no1 do in these assays?
GCN5L2 inh: inconclusive; N370S GC: -12%; FEN1 inh: -20%

How did CC(C)c1ccc(NC(=O)NC2CCCCC2)cc1 do in these assays?
N370S GC: -7%; FEN1 inh: 13%

How did Cc1ccc(C(=O)NCC(=O)OCC(=O)c2c(N)n(C)c(=O)n(C)c2=O)s1 do in these assays?
GCN5L2 inh: -3%; N370S GC: 3%; FEN1 inh: 6%

What do the screens show for `CN(Cc1nccn1C)C(=O)C1CCC(=O)N(CCc2ccc(Cl)cc2)C1` (stereo not given)?
GCN5L2 inh: -7%; N370S GC: -4%; FEN1 inh: 6%

How did COc1ccc(/C=C/C(=O)OCC(=O)c2c(N)n(C)c(=O)n(C)c2=O)cc1 do in these assays?
GCN5L2 inh: -1%; N370S GC: -9%; FEN1 inh: -2%

What do the screens show for `NS(=O)(=O)c1cccc(NC(=O)COC(=O)Cc2ccc(Cl)cc2)c1`?
GCN5L2 inh: -22%; N370S GC: -14%; FEN1 inh: -13%

What do the screens show for `COc1ccc(N2C(=O)C(=O)/C(=C(/O)c3ccc(C)cc3)C2c2cccnc2)cc1` (stereo not given)?
GCN5L2 inh: -7%; N370S GC: 11%; FEN1 inh: 5%

How did CON(C)C(=O)c1ccccc1N(C)C(=O)OC(C)(C)C do in these assays?
GCN5L2 inh: 0%; FEN1 inh: -12%

What do the screens show for `CSCC[C@H](NC(=O)Cc1ccc(Cl)cc1)C(=O)N1CCC2(CC1)NCCc1[nH]cnc12`?
GCN5L2 inh: -3%; N370S GC: -4%; FEN1 inh: -1%

How did CCCN(CC1CC1)C(=S)NC(=O)c1ccccc1Br do in these assays?
GCN5L2 inh: -3%; FEN1 inh: -3%

How did Cc1ccc(NC(=O)c2c(-c3ccccc3)noc2C)nc1 do in these assays?
GCN5L2 inh: 0%; N370S GC: 8%; FEN1 inh: 1%

Results for COc1ccc(OC(=O)C2CC(=O)N(c3ccc(C)cc3)C2)cc1 (stereo not given) ?
GCN5L2 inh: 0%; N370S GC: 0%; FEN1 inh: -6%

What do the screens show for `CCNC(=O)COC(=O)c1ccc(-c2nc3ccccc3s2)s1`?
GCN5L2 inh: -9%; N370S GC: -3%; FEN1 inh: 16%

Results for CCC[C@@H](CN1CCC[C@H]1CN1C(N)=NC[C@H]1C(C)C)N1C[C@@H](Cc2ccccc2)N(CCCC2CCCC2)C1=N ?
GCN5L2 inh: -1%; FEN1 inh: 11%

How did O=C(CNC(=O)c1ccc(Cl)cc1)OCN1C(=O)c2ccccc2C1=O do in these assays?
GCN5L2 inh: 0%; FEN1 inh: -2%

What do the screens show for `COCCNC(=O)CN(C(=O)CCC(=O)Nc1ccccn1)c1ccc(F)cc1`?
GCN5L2 inh: -7%; N370S GC: 6%; FEN1 inh: 11%

What do the screens show for `CCOC(=O)C1CCCN(C(=O)c2cc(-c3ccncc3)nc3ccccc23)C1` (stereo not given)?
GCN5L2 inh: 3%; N370S GC: -6%; FEN1 inh: 6%

Results for O=C1CC(N2CCN(c3nc4ccccc4s3)CC2)C(=O)N1c1ccc(F)cc1 (stereo not given) ?
GCN5L2 inh: 0%; N370S GC: -11%; FEN1 inh: 12%

How did N#CC1(Cc2ccc([N+](=O)[O-])cc2)c2ccccc2C=CN1C(=O)c1ccccc1 (stereo not given) do in these assays?
GCN5L2 inh: 0%; FEN1 inh: 0%

Results for CCCCn1cnc2c1c(=O)n(C)c(=O)n2C ?
GCN5L2 inh: 2%; N370S GC: 3%; FEN1 inh: -1%

How did Cc1nc([N+](=O)[O-])c(N2CCN(C)CC2)n1Cc1ccccc1 do in these assays?
GCN5L2 inh: -9%; N370S GC: 7%; FEN1 inh: 1%

How did O=c1oc2ccccc2n1Cc1ccccc1F do in these assays?
GCN5L2 inh: 0%; N370S GC: -6%; FEN1 inh: 13%

How did c1ccc2c(N3CCOCC3)c3c(nc2c1)CCC3 do in these assays?
GCN5L2 inh: inconclusive; N370S GC: 4%; FEN1 inh: 17%

How did COc1ccc(OC2CCN(S(=O)(=O)c3cccc(F)c3)CC2)cc1 do in these assays?
GCN5L2 inh: -26%&-9%; N370S GC: 3%; FEN1 inh: 0%&-1%

Source: PubChem BioAssay
